DRD3 antagonist = blocks the human D3 dopamine receptor; AID 652054; max response, negative = inhibition, %; P35462; D3R cells, DiscoveRx beta-arrestin luminescence, antagonist mode; stronger effect = lower value; 360,000 compounds, 2.5% hits; in the data active = max response below about -50%; inconclusive = no clear call, values can overlap the other calls; also: % is scaled to controls: 0 for no effect and ±100 for the full control effect; mostly tested at two doses, the higher about 12 µM
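Cells plated overnight at 1500 cells/well, then exposed to library compounds with dopamine controls for 90 minutes at 37 degrees C. DiscoveRx reagent added for 30–60 minutes at room temperature; luminescence read, quantitative HTS format.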
EPAC2 agonist = agonists of human EPAC2 (RAPGEF4). EPAC2 activation, biochemical qHTS; response scale: 100% = 6.5 mM cAMP response. Potency, µM (highest dose often 154 µM), inactives show top-dose activation, most hits filed as activators. 360,000 compounds, 0.079% hits. AID 720711; also: potency is read from the fitted curve at half-maximal effect; nearly all actives have a fitted effect of over 50% in size
Target sequence (Q8WZA2 whole entry, looked up): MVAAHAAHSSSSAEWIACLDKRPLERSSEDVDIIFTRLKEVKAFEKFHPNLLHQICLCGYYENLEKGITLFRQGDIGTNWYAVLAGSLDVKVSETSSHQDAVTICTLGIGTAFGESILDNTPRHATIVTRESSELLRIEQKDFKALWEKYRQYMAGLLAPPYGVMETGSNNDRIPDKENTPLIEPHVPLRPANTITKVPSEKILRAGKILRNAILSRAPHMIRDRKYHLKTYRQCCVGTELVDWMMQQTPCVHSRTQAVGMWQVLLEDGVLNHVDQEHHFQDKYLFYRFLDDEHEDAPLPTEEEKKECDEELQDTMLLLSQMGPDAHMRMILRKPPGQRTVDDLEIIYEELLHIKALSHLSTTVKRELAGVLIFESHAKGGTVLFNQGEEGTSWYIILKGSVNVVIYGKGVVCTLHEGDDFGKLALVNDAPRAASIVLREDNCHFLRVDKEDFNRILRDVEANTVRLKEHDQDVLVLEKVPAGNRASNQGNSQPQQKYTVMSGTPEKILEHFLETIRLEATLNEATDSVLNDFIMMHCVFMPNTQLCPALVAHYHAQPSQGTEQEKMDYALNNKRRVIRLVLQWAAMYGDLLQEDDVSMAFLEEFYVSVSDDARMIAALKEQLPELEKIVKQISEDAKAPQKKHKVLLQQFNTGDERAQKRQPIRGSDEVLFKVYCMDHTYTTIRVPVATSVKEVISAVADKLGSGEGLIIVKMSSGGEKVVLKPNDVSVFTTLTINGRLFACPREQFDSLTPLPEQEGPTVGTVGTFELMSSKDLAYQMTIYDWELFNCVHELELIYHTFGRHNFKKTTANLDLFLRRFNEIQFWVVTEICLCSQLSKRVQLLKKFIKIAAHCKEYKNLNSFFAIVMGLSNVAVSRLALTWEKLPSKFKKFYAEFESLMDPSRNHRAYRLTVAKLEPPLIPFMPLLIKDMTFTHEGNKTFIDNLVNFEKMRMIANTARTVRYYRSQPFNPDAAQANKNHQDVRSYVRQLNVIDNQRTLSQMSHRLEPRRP
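Compounds were titrated in qHTS against a Rap1B-BODIPY-GDP (250 nM) complex with EPAC2 (100 nM) and GDP (50 uM). BODIPY-GDP release tracked at 480/540 nm over 30 min at room temperature, normalized to 6.5 mM cAMP.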
D3 ag = activates the human D3 dopamine receptor | D3R DiscoveRx beta-arrestin cells, luminescence, 90 min | max activation, % | 410,000 compounds, 0.58% hits | P35462; in the data active = max activation above about 30%; also: 0% is about no effect; mostly tested at two doses, the higher about 12 µM
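Agonist mode: compounds and dopamine controls were applied to plated cells for 90 min at 37 degrees C after an overnight attachment at 1500 cells/well. Luminescent read-out followed 30 - 60 minutes at room temperature with DiscoveRx detection reagent.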
FUS suppressor = FUS proteinopathy suppression in yeast. Potency, µM (top dose mostly 76.6 µM), inactives show at the top dose growth rescue (activation), most hits filed as activators. 390,000 compounds, 0.24% hits. S. cerevisiae FUS-expressing, growth rescue, OD600, 24 h;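 also: potency is read from the fitted curve at half-maximal effect; plate controls were DMSO vehicle for no effect and reference control for full effect; nearly all actives have a fitted effect of over 55% in size; some results filed as inactive show a strong effect at the top dose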
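Read-out: OD at 600 nm after 24hr at 30C, reporting rescue of FUS-induced yeast toxicity. Cells at OD 0.005 in galactose (2%) minimal medium; compounds tested in a dilution series; CP55940 titration from 92uM final as control.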
aSyn yeast inh = rescues yeast growth from alpha-synuclein toxicity | Yeast expressing alpha-synuclein, growth rescue, BacTiter-Glo, 24 h | Potency, µM (top dose mostly 46.1 µM), without a hit: at the top dose growth rescue (activation), most hits filed as activators | 370,000 compounds, 0.14% hits; also: potency is read from the fitted curve at half-maximal effect; % of control where 0% means no effect; nearly all actives have a fitted effect of over 65% in size
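Screening used galactose-induced yeast with toxic alpha-synuclein levels, exposed to compound for 24 hr at 30 deg C. Cell growth, read with BacTiter-Glo luminescence, gave the measured signal.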
TDP-43 yeast inh = inhibitors of TDP-43 toxicity in yeast. TDP-43 expressing yeast growth rescue, BacTiter-Glo, 24 h. Potency, µM (doses to about 46.1 µM), for inactives: at the top dose growth rescue (activation), hits mostly activators. 410,000 compounds, 1.8% hits; also: potency is read from the fitted curve at half-maximal effect; % of control where 0% means no effect; nearly all actives have a fitted effect of over 50% in size
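Yeast cells expressing TDP-43 under galactose induction are exposed to compounds for 24 hr at 30 deg C. BacTiter-Glo luminescence measures growth, so protective compounds score as activators.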
Abeta yeast res = A-beta toxicity reversal in yeast; yeast expressing A-beta42, growth rescue, OD600, 48 h; response scale: 0% DMSO, 100% iron-clioquinol control; Potency, µM (doses to about 46.1 µM), for the others: top-dose growth rescue, most hits filed as activators; 410,000 compounds, 0.063% hits; also: potency is read from the fitted curve at half-maximal effect; nearly all actives have a fitted effect of over 55% in size
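Yeast A-beta toxicity model in growth medium with pinned compounds, 48 h at 30 C; growth read as absorbance at 600 nm. Normalized to FeCl3/clioquinol equimolar mix (positive) and DMSO (negative).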
EPAC2 antag = blocks human EPAC2 exchange factor | Q8WZA2 | EPAC2 GEF exchange of Rap1B-BODIPY-GDP, fluorescence | Potency, µM (series often up to 114 µM), for the others: at the highest dose activity, negative = inhibition, hits mostly inhibitors | 360,000 compounds, 0.18% hits | AID 720708; also: potency is read from the fitted curve at half-maximal effect; % is scaled to controls: 0 for no effect and ±100 for the full control effect; nearly all actives have a fitted effect of over 45% in size; many of its hits are not listed in these tables
Active calls of the source: *; ? = inconclusive; nt = not tested or not shown; [ ] = another dose, or the depositor's remark. Unless noted, calls follow the shape of the dose curve; as a rule, active = well fitted curve in the direction sought with a large enough effect; inconclusive = small, poorly fitted or top-dose-only effect, or another doubt; inactive = no such curve, though single readings can be large; an effect the other way counts as inactive or inconclusive. This is a subset; rates above refer to the full screens.

SMILES | DRD3 antagonist | EPAC2 agonist | D3 ag | FUS suppressor | aSyn yeast inh | TDP-43 yeast inh | Abeta yeast res | EPAC2 antag
O=C(Cn1ncc(Cl)c(Cl)c1=O)N1CCN(Cc2ccccc2)CC1 | -63* | 3% | -7 | 8% | -2% | -1% | -3% | -5%
Cc1noc(C)c1NC(=O)Nc1cccc2c1O[C@H](CN(C)C(=O)Nc1ccc(C(F)(F)F)cc1)[C@@H](C)CN([C@H](C)CO)C2=O | 2 | 9% | -6 | 15% | -2% | 4% | -2% | -8%
NC(=O)c1ccccc1OCC(=O)O | 17 | -6% | 6 | -23% | 4% | 2% | 9% | 0%[57.1 µM]
O=C(Nc1ncc(Cc2ccc(SC(F)F)cc2)s1)c1ccccc1 | -4 | -2% | 3 | nt | 1% | 4% | 11% | -6%
OCCNc1nc(Nc2ccccc2Oc2ccccc2)nc(N2CCCC2)n1 | nt | 20% | nt | 29% | nt | nt | -9% | -19%
COc1cc(O)cc2c1[C@@H]1Oc3c(ccc(O)c3CC=C(C)C)[C@@H]1CO2 | 3 | 5% | 0 | 7% | -3% | 0% | 4% | ?
Cc1c(CCOC(=O)c2ccc([N+](=O)[O-])cc2)sc[n+]1CC(=O)c1ccccc1 | 7 | 2% | -1 | 22% | 8% | -10%[9.22 µM] | -14% | 5%
COc1ccc(-c2cc(-c3ccco3)[nH]c(=O)c2C#N)cc1OC | 13 | 1% | 1 | 2% | 11% | 19% | 11% | 0%
O=C(NC1CCCC1)C(c1ccccc1)N(Cc1cccnc1)C(=O)Cc1cccs1 (stereo not given) | 9 | 5% | 3 | 12% | 1% | -21% | -8% | 6%
COc1ccc(C)cc1NC(=O)CSc1nnc(-c2ccco2)n1Cc1ccco1 | 10 | 4% | 1 | 46% | 20% | 14% | 9% | -12%
CS(=O)(=O)N(CC(=O)Nc1c(F)cccc1F)c1ccc(C23CC4CC(CC(C4)C2)C3)cc1 | -10 | 3% | -2 | 36% | 1% | -19% | -5% | 10%
COc1cc(NS(=O)(=O)c2ccc(N/C=C(\C#N)c3nc4cc(Cl)ccc4o3)cc2)nc(OC)n1 | -15 | 18%[15.6 µM] | 1 | ? | 3% | -7% | 3% | -26%
CCC1=Nc2cc(C(=O)NCc3ccc(C)cc3)ccc2Sc2ccc(C)cc21 | nt | nt | -13 | 42% | nt | 8% | -9% | nt
O=C(Cn1nc(-c2ccccc2)c2ccccc2c1=O)NCCO | 15 | 7% | 2 | -33% | -2% | 13% | -2% | 1%
Cc1cc(C)c(NC(=O)COC(=O)c2cc([N+](=O)[O-])ccc2N2CCOCC2)c(C)c1 | -15 | 7% | -4 | 18% | 2% | -29% | 1% | -10%

Reprinted from the part before: 2 entries, followed by the next part.
SMILES | DRD3 antagonist | EPAC2 agonist | D3 ag | FUS suppressor | aSyn yeast inh | TDP-43 yeast inh | Abeta yeast res | EPAC2 antag
O=C(Cn1nc(-c2ccccc2)c2ccccc2c1=O)NCCO | 15 | 7% | 2 | -33% | -2% | 13% | -2% | 1%
Cc1cc(C)c(NC(=O)COC(=O)c2cc([N+](=O)[O-])ccc2N2CCOCC2)c(C)c1 | -15 | 7% | -4 | 18% | 2% | -29% | 1% | -10%
Cc1ccc(C)c(CN2C(=O)C(O)(c3c[nH]c4ccccc34)c3ccccc32)c1 (stereo not given) | nt | nt | -3 | ? | nt | ? | 5% | nt
NC(=O)C1C2CCC(C2)C1C(N)=O (stereo not given) | -7 | 2% | 0 | 0% | -8% | -20% | -36%[inhibitor] | 15%
Cc1cccc(C)c1NC(=O)c1cnccn1 | -21 | 1% | -1 | -15% | -10% | 16% | -12% | 0%
Nc1nnc(CC(=O)N2CCCCC2)s1 | -20 | 7% | 3 | -2% | 0% | 19% | 6% | -12%
CC1CCCN(C(=O)c2cc3c(=O)n(C)c4ccccc4c3s2)C1 (stereo not given) | nt | nt | -13 | -9% | nt | -8% | -15% | nt
CCc1ccccc1NC(=O)C1(C)Cc2ccccc2C(=O)O1 (stereo not given) | nt | nt | 5 | -18% | 10% | 10% | -3% | nt
Cn1c(Cc2csc(N)n2)nnc1SC/C=C/c1ccccc1 | 24 | -8% | 10 | 3% | -3% | -6% | 6% | 3%
Cc1ccc(CNC(=O)CCC2CCCN(Cc3cccc4c3OCO4)C2)o1 (stereo not given) | -9 | -2% | -7 | -1% | -7% | -21% | -8% | -5%
Cc1nc(SCC(=O)N2CCc3ccccc32)n[nH]1 | -14 | 8% | 3 | -7% | 5% | 11% | -6% | -2%
Cc1ccc(S(=O)(=O)Cn2nnnc2C(CC(C)C)N2CCN(c3ccc(F)cc3)CC2)cc1 (stereo not given) | -12 | -14% | 3 | 4% | -1% | 9% | 6% | -3%
CCOC(=O)N1CCN(C(=O)Nc2ccc3nccnc3c2)CC1 | 16 | 0% | 5 | 6% | 8% | 3% | 7% | 12%
Cc1cc2nn(-c3ccc(F)cc3)nc2cc1N | 1 | 0% | -10 | 18% | 0% | ? | 8% | -9%
COC(=O)c1ccc(C2/C(=C(\O)c3ccc4c(c3)OCCO4)C(=O)C(=O)N2CCCN2CCOCC2)cc1 (stereo not given) | 2 | 2% | 10 | 17% | -11% | -14% | 0% | -2%
CCCNC(=O)C[C@@H]1C[C@H]2c3cc(NC(=O)c4ccc5c(c4)OCO5)ccc3O[C@H]2[C@@H](CO)O1 | -28 | -8% | 2 | -8% | -4% | 0% | 0% | -13%
COc1cc(/C=N/NC(=O)c2cccc3ccccc23)cc(OC)c1OC | 1 | -9% | 3 | -14% | -4% | -5% | -13% | 7%
Cc1ccc(NN2C(=O)C=C(c3ccc(Cl)cc3)C2=O)cc1 | -53* | 11% | -1 | nt | -61%[inhibitor] | -90%[inhibitor] | -81%[inhibitor] | -10%
O=C(Nc1cc(S(=O)(=O)N2CCOCC2)ccc1N1CCOCC1)c1c(F)cccc1Cl | 0 | -2% | 8 | nt | -4% | -17% | 2% | 0%
COc1ccc2c(c1)C(c1ccccc1)NC(=O)C2 (stereo not given) | -1 | 0% | 11 | -15% | 9% | -1% | -10% | -14%
CCOc1ccc(-c2c(C(=O)N/N=C/c3ccoc3)nnn2-c2nonc2N)cc1 | -24 | 0% | -2 | 6% | -6% | -5% | 12% | 5%
Cc1ccc(S(=O)(=O)NC(=O)NCc2ccc(F)cc2)cc1 | -12 | 3% | 2 | 2% | 8% | -9% | 4% | 3%
O=C(Nc1ccc(N2CCN(c3ccc(F)cc3)CC2)c(C(=O)O)c1)c1ccccc1F | nt | nt | -3 | -13% | nt | 0%[9.22 µM] | -5% | nt
CC(C)c1ccc(NC(=O)c2ccc(F)c(S(=O)(=O)N3CCN(c4ccccc4F)CC3)c2)cc1 | nt | nt | 7 | 6% | nt | 8% | -19% | nt
Cc1ccc(S(=O)(=O)N2C[C@H]3n4c(=O)ccc(=O)n4C[C@H](OC(=O)NCc4ccccc4F)[C@@]3(O)C2)cc1 | 12 | 7% | 4 | -22% | 0% | 23% | -1% | -5%
O=C(Nc1ccon1)c1cc2c(s1)CCCC2 | -9 | 15% | -7 | 25% | -7% | -4% | -5% | -3%
COc1cccc(C(=O)Nc2ccc(NC(=O)C(C)C)nc2)c1 | 0 | -4% | -1 | 4% | 2% | 4% | -2% | 6%
CC(=O)Nc1ccc(NC(=O)c2cccc(-c3cc4ccccc4oc3=O)c2)cc1 | 8 | 7% | 3 | 4% | 10% | 10% | 13% | 2%
CC(=O)N1CCN(C(=O)CCNC(=O)c2ccc(Br)cc2)CC1 | -8 | 1% | 1 | 0% | -8% | -17% | -8% | -5%
Cc1c(C)n(Cc2ccccc2)c2ccc(C(=O)NCc3ccc(OC(C)C)cc3)cc12 | nt | nt | -22 | -2% | nt | -1% | -10% | nt
O=C(Nc1ccc(N2C(=O)C3C4C=CC(C4)C3C2=O)cc1)Nc1nnc(C(F)(F)F)s1 (stereo not given) | 15 | 0% | 2 | 3% | 1% | 17% | 6% | -6%
COC(=O)c1ccccc1NC(=O)CSc1nc2ccccc2c(=O)[nH]1 | 6 | 1% | 0 | 22% | 5% | -2% | -3% | -3%
Cc1ccc(S(=O)(=O)N2CCC(C(N)=O)CC2)c(C)c1C | 4 | 6% | 15 | 19% | -4% | -29% | -7% | 11%
CCOC(=O)c1c(C)[nH]c(C)c1S(=O)(=O)NCc1ccccc1C | 18 | 1% | -14 | -2% | 3% | -3% | 5% | -18%
CCOc1ccc(C(=O)NCC(=O)OCc2csc(-c3ccccc3)n2)cc1 | 2 | 24% | -2 | 23% | 0% | 0% | 2% | -1%
Cc1cccc(NC(=O)CSc2nc3nc(C)cc(C)c3c(=O)[nH]2)c1 | -26 | -4% | 8 | 3% | -5% | 7% | 10% | 3%
Cc1cc(/C=N/n2cnnc2)c(C)n1-c1ccc(Cl)cc1Cl | -24 | 9% | -14 | 25% | 10% | -11% | -15% | 0%

Two entries picked at random from those above:
SMILES | DRD3 antagonist | EPAC2 agonist | D3 ag | FUS suppressor | aSyn yeast inh | TDP-43 yeast inh | Abeta yeast res | EPAC2 antag
CCOC(=O)c1c(C)[nH]c(C)c1S(=O)(=O)NCc1ccccc1C | 18 | 1% | -14 | -2% | 3% | -3% | 5% | -18%
Cc1ccc(S(=O)(=O)N2CCC(C(N)=O)CC2)c(C)c1C | 4 | 6% | 15 | 19% | -4% | -29% | -7% | 11%

Reformatted as comma-separated lines: 5 of the compounds above
mol,DRD3 antagonist,EPAC2 agonist,D3 ag,FUS suppressor,aSyn yeast inh,TDP-43 yeast inh,Abeta yeast res,EPAC2 antag
CCOC(=O)c1c(C)[nH]c(C)c1S(=O)(=O)NCc1ccccc1C,18,1%,-14,-2%,3%,-3%,5%,-18%
Cc1cccc(NC(=O)CSc2nc3nc(C)cc(C)c3c(=O)[nH]2)c1,-26,-4%,8,3%,-5%,7%,10%,3%
Cc1ccc(S(=O)(=O)N2CCC(C(N)=O)CC2)c(C)c1C,4,6%,15,19%,-4%,-29%,-7%,11%
CCOc1ccc(C(=O)NCC(=O)OCc2csc(-c3ccccc3)n2)cc1,2,24%,-2,23%,0%,0%,2%,-1%
Cc1cc(/C=N/n2cnnc2)c(C)n1-c1ccc(Cl)cc1Cl,-24,9%,-14,25%,10%,-11%,-15%,0%
